# Giardia killer: kills Giardia lamblia; activity change, % at 7.66 µM, hits read low; hit rate 0.15% among 340,000; Giardia lamblia trophozoite viability; in the data active = activity change below about -80%; inconclusive = between about -30% and that limit;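 also: parasites exposed to compound for two days anaerobically before the ATP read; % is scaled to controls: 0 for no effect and ±100 for the full control effect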
#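 ATP-content bioluminescence gauges trophozoite survival. Cells (100/well) receive compound and incubate anaerobically for 48 hrs at 37 deg C; detection reagent follows for 15-30 min at room temperature.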
# Tb PFK inh: inhibitors of T. brucei phosphofructokinase; T. brucei PFK, ADP-Glo luminescence; Potency, µM (top dose mostly 57.5 µM), for the others: top-dose activity, negative = inhibition, most hits filed as inhibitors; hit rate 0.17% among 330,000; AID 485367;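 also: potency is read from the fitted curve at half-maximal effect; 0% = uninhibited 1x PFK enzyme wells and -100% = no-enzyme wells; nearly all actives have a fitted effect of over 60% in size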
#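 1.25 nM PFK with 0.5 mM F6P and 0.1 mM ATP in 0.1 M TEA pH 8.0, 5 mM MgCl2, incubated 45 min at room temperature; ADP measured by ADP-Glo luminescence; compounds titrated up to 57 uM.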
# TSHR antagonist: human thyrotropin receptor antagonism | P16473 | TSHR-expressing cells, TSH-stimulated cAMP HTRF, 2 h; stronger effect = lower value | activity change, negative = inhibition, % at 11.5 µM | hit rate 0.2% among 330,000 | AID 504810;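 active = activity change below a set negative limit, meaning inhibition stronger than a set level, cut at about -70% in these data; inconclusive = activity change between two set negative limits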; also: % is scaled to controls: 0 for no effect and ±100 for the full control effect
# Target sequence (P16473 whole entry, looked up): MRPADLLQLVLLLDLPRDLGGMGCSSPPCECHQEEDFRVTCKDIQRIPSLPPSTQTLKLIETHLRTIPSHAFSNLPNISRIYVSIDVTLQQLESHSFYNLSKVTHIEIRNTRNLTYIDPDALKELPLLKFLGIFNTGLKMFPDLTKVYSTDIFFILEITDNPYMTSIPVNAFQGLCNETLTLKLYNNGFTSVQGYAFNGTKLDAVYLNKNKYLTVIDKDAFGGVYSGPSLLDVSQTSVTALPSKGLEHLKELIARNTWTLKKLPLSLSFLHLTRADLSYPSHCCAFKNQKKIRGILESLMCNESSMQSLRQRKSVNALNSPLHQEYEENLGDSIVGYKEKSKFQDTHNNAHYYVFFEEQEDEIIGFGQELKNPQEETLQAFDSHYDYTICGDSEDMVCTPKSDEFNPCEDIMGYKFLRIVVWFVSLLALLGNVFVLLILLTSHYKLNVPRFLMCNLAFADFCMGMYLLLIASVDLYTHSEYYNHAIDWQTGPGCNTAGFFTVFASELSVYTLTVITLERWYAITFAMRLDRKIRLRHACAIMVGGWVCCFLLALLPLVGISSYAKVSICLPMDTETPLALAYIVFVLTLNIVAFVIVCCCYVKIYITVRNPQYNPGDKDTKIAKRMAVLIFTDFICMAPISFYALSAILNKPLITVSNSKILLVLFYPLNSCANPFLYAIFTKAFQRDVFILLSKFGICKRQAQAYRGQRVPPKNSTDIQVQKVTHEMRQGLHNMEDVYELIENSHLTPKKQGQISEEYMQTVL
#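 Read-out is FRET at 665 nm (cryptate excitation 337 nm) from a cryptate-tagged anti-cAMP antibody, competed by cell cAMP against cAMP-d2. Compounds are tested on freshly harvested TSHR cells challenged with 4nM TSH (EC80) for 2 hours at 37 deg C.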
# Chronic BCR inh: chronic active BCR signaling inhibition | ABC-DLBCL IkBa-CBG/CBR reporter, luminescence ratio, 4 h | Potency, µM (titrated, usually from 46.1 µM), for inactives: top-dose ratio change, negative = lower green/red ratio, usual class: inhibitors | hit rate 0.05% among 340,000; active = well fitted inhibition curve with a large enough effect in the signal ratio, with a control signal flat, not every such curve was filed as active; inconclusive = small, poorly fitted or top-dose-only effect, or effect the other way, or a change in a side signal; the % refers to the signal ratio;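 also: potency is read from the fitted curve at half-maximal effect; plate controls were basal doxycycline-induced cells for no effect and cells given 10 µM MG132 for full effect; MG132 reads +100%, hits lower the ratio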
#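 Compounds up to 46 uM were incubated four hours with TMD8 cells whose green CBG68 luciferase is fused to IkappaBalpha; red CBR luminescence normalised the signal, and concentration-effect curves were fitted to fusion, red and ratio data.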
# hERG WT inh: blocks the wildtype human KCNH2 potassium channel; hit rate 0.37% among 340,000; activity change, % at 1.84 µM; Q12809; U2OS, BacMam KCNH2, thallium flux FluxOr; stronger effect = lower value;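 active = maximum activity change below -70%; inconclusive = maximum activity change between -70% and -50%; inactive = maximum activity change above -50%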; also: % is scaled to controls: 0 for no effect and ±100 for the full control effect
#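 U2OS cells were transduced with wild-type KCNH2 virus (2.03 x 10^8 / mL) for 4 h at room temperature, then cultured overnight at 37 C. Thallium flux was read with FluxOr dye. Rate constants were normalized to DMSO controls.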
# FBPA coupling cs: inhibits coupling enzyme system, counter-screen for aldolase hits; coupling enzyme system counterscreen, AmpLite Red fluorescence; activity change, negative = inhibition, % at 58.2 µM, hits read low; hit rate 0.67% among 290,000; AID 2472; in the data active = activity change below about -30%; also: % is scaled to controls: 0 for no effect and ±100 for the full control effect
#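 Final compound at 57.5 uM, incubated 10 min at RT with coupling enzyme reagent (glyceraldehyde-3-phosphate), then 20 min with substrate and AmpLite Red detection. Fluorescence read at 525/598 nm; tests interference with the coupling assay, not aldolase inhibition.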
# GALK inhibitor: blocks human galactokinase activity | P51570 | AID 1868 | Potency, µM (titrated, usually from 57.5 µM), for inactives: top-dose activity change, negative = inhibition, most hits filed as inhibitors | hit rate 0.007% among 270,000 | Purified GALK, Kinase-Glo residual ATP luminescence; also: potency is read from the fitted curve at half-maximal effect; % is scaled to controls: 0 for no effect and ±100 for the full control effect
#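 ATP-depletion format; final 35 uM ATP, 100 uM D-galactose, 5 nM enzyme; pH 8.0 HEPES/Mg2+ buffer; 60 min RT; luminescence read 10 min after detection reagent.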
# CXXC DNA block: blocks binding of human MLL CXXC domain to DNA. MLL-CXXC / FITC-HOXA9 DNA fluorescence polarization. Potency, µM (series often up to 115 µM), for inactives: at the highest dose activity change, negative = inhibition, hits mostly inhibitors. hit rate 0.037% among 290,000; active = well fitted inhibition curve with a large enough effect in the polarisation, with a control signal flat, not every such curve was filed as active; inconclusive = small, poorly fitted or top-dose-only effect, or effect the other way, or a change in a side signal; inactive = no such curve, though single readings can be large or run the other way; the % refers to the polarisation; also: potency is read from the fitted curve at half-maximal effect
#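 Steps: dispense CXXC domain solution (7 uM) → pin compounds or unlabeled HOX-A9 DNA control → 5 min ambient → add FLSN-HOX-A9 solution (50 nM) → spin → 30 min ambient → fluorescence polarization. Tris pH 7.5/NaCl/DTT/BSA buffer.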
# AT treatment: candidate therapy for ataxia-telangiectasia; hit rate 0.19% among 320,000; Potency, µM (series often up to 57.5 µM), without a hit: at the top dose activation, usual class: activators; […] A-T fibroblasts, KAP-1 phosphorylation AlphaLISA; neocarzinostatin DNA damage 30 min before lysis; also: potency is read from the fitted curve at half-maximal effect; % of control where 0% means no effect; nearly all actives have a fitted effect of over 45% in size
#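 ATM-like activity read as KAP-1 phosphorylation via AlphaLISA donor/acceptor antibody pairs after lysis and 6 hr at 25C. Cells were ATM-null patient fibroblasts ([…], hTERT), dosed 60 min, then exposed to the DSB inducer NCS for 30 min.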
# TCR activator: activates T cell receptor signaling; primary human leukocytes, anti-CD3, IL-2 HTRF, 48 h; Potency, µM (titrated, usually from 9.22 µM), for the others: at the highest dose activation of IL-2 secretion, actives largely listed as activators; 330,000 tested, under 10 active; also: % of control where 0% means no effect
#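 Primary human leukocytes receive a-CD3 beads and test compound and are incubated 48 hr. Secreted IL-2 is then assayed by HTRF, measuring 665nm acceptor emission after 320nm excitation of the europium donor.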
# * = called active by the depositor; ? = inconclusive; · = not tested or not shown; [ ] = another dose, or the depositor's remark. Unless noted, calls follow the shape of the dose curve; as a rule, active = well fitted curve in the direction sought with a large enough effect; inconclusive = small, poorly fitted or top-dose-only effect, or another doubt; inactive = no such curve, though single readings can be large; an effect the other way counts as inactive or inconclusive.
SMILES,TSHR antagonist,CXXC DNA block,GALK inhibitor,Tb PFK inh,Chronic BCR inh,Giardia killer,AT treatment,FBPA coupling cs,TCR activator,hERG WT inh
CN(C)S(=O)(=O)c1cccc(NC(=S)N(CCC#N)Cc2cccnc2)c1,0.3,-3.7%,14.5%,1.5%,-0.4%,21.5,-11.4%,0.4,6.2%,2.2
CCOC(=O)c1cc(=O)n2[nH]c(-c3ccc(C)cc3)cc2n1,-13.3,-18.4%,-5.1%,1.3%,?,-28.8,0.8%,4.3,0.8%,0.0
CC(C)n1nnnc1SCC(=O)NNC(=O)C1CCCCC1,-2.1,-0.4%,-2.6%,-2.4%,5.2%,13.0,-5.1%,1.1,-22.8%,7.9
CCc1c(C)c(C#N)c2nc3ccccc3n2c1NCc1ccccn1,-4.7,-9.3%,0.0%,0.8%,5.3%,10.1,6.1%,-6.9,-6.8%,2.1
COc1ccc(N2CCN(C(=N)/C(C(C)=O)=C(\C)O)CC2)cc1,3.7,-1.1%,·,-5.2%,-7.8%,-0.7,7.7%,0.3,5.0%,5.2
O=C(Nc1ccc(SC(F)F)cc1)C1CC(=O)N(Cc2ccccc2)C1 (stereo not drawn),7.7,-9.1%,5.2%,-5.5%,-2.1%,4.2,1.2%,·,1.3%,16.2
CC(=O)Nc1cccc(OC(=O)N2CCOCC2)c1,27.2,-1.5%,-0.9%,-2.6%,6.8%,-1.9,·,6.9,0.2%,-7.9
C=CCn1c(SCC(=O)Nc2c(C)nn(Cc3ccccc3)c2C)nnc1C(O)c1ccccc1 (stereo not drawn),5.2,-7.2%,-0.4%,-10.0%,0.5%,-4.4,-14.5%,5.2,13.8%,4.4
Nc1nnc(-c2ccccc2[N+](=O)[O-])o1,-0.6,1.0%,3.0%,-7.6%,?,-7.5,1.1%,2.9,0.1%,-15.4
O=C(c1ccc2c(c1)OCO2)N1CCC(Cc2ccccc2)CC1,-9.8,3.7%,2.2%,-8.0%,-1.9%,-1.3,6.3%,-0.3,-0.5%,4.2
Cc1cc(Br)ccc1NC(=O)c1sc2ncn(CC(=O)N3CCN(c4ccccn4)CC3)c(=O)c2c1C,-1.2,11.5%,-2.6%,1.5%,-11.0%,4.1,6.5%,0.4,-7.0%,1.3
CC(=O)N1CCN(C(=O)c2ccco2)CC1,9.8,-5.2%,1.1%,0.1%,5.0%,-25.8,10.3%,0.0,1.4%,3.1
O=C(Nc1cccnc1)c1ccc(Cl)c(S(=O)(=O)N2CCCCC2)c1,-6.8,-0.4%,5.1%,-1.9%,0.5%,-14.1,14.2%,0.7,-0.1%,3.4
CC1=CC(=O)C(C(C)=Nc2ccccc2Cl)C(=O)O1 (stereo not drawn),-1.3,2.1%,13.9%,-2.5%,0.7%,-13.4,2.9%,2.6,-2.5%,-1.5
COc1ccc2nc(SCC(=O)NCc3ccc(F)cc3)[nH]c2c1,-6.5,-1.7%,-0.4%,-4.3%,?,7.6,4.2%,4.9,3.4%,-6.1
O=C(CCN1CCN(c2ccccc2)CC1)NNC(=S)Nc1ccccc1Cl,3.8,10.4%,7.4%,-7.8%,0.2%,2.1,-1.5%,1.4,2.9%,-3.4
CC(=O)Nc1ccc(C(=O)Cn2c3[n+](c4c(F)c(F)ccc42)CCCCC3)cc1,7.3,4.3%,0.9%,1.0%,4.0%,4.7,-1.3%,5.1,-20.7%,3.8
C=CCn1c(SCC(C)=O)nc2sc3c(c2c1=O)CCC3,-6.2,0.5%,0.9%,-0.3%,-7.3%,-2.6,-3.2%,-0.1,0.5%,-7.1
CCc1c(C)nc2c(OC)cccc2c1SCCC(=O)O,20.8,7.6%,-1.8%,-3.9%,5.0%,-1.4,14.9%,14.9,-12.8%[46.1 µM],-3.7
O=C(c1cc(-c2ccccc2Cl)on1)N1CCN(C(=O)c2ccco2)CC1,-12.4,9.0%,-4.6%,1.1%,-0.1%,8.5,7.1%,·,0.3%,16.4
O=C(NCC(=O)N1CCCC1)c1ccccc1F,6.9,0.1%,-2.2%,0.2%,-1.0%,18.1,-1.3%,1.6,0.8%,-3.0
CC1=NCCN1S(=O)(=O)c1cc([N+](=O)[O-])ccc1Cl,-1.6,-1.0%,2.9%,1.3%,1.8%,5.0,-2.0%,-1.2,2.7%,4.4
O=C(O)CCCCCn1c(SCc2cc(=O)n3cc(Cl)ccc3n2)nc2ccsc2c1=O,2.9,-4.7%,·,1.5%,0.9%,-10.7,-12.2%,2.7,-1.3%,-11.9
COc1ccc(CCNC(=O)c2cccc(S(=O)(=O)N3CCc4ccccc4C3)c2)cc1,-16.8,·,·,-6.5%,-0.3%,-25.8,12.4%,·,0.0%,21.2
CC1Cc2cc(S(=O)(=O)N3CCC(C(=O)N(C)Cc4ccccc4)CC3)ccc2N1C(=O)C1CC1 (stereo not drawn),5.4,6.9%,7.4%,0.8%,-0.6%,6.1,1.0%,0.4,2.4%,5.9
c1ccc(-c2nc(NC3CC3)nc(-n3ccnc3)n2)cc1,6.9,-2.4%,-1.4%,2.8%,0.1%,3.9,3.0%,-6.9,1.7%,-7.5
Cc1ccc([N+](=O)[O-])cc1N(CC(=O)NCC1CCCO1)S(C)(=O)=O (stereo not drawn),13.2,4.6%,3.4%,-0.4%,-9.2%,5.9,-6.2%[11.5 µM],-3.8,6.2%,2.8
CCc1cc2c(=O)c(-c3nc4ccccc4[nH]3)coc2cc1OC(=O)N1CCOCC1,6.3,-5.2%,-3.3%,-0.2%,9.5%,11.2,-6.8%,0.6,2.1%,5.5
COc1ccc(-c2c(-c3ccc(OC)c(F)c3)c3ccccc3n2C)cc1,15.9,·,·,7.2%,0.6%,4.4,-1.7%,·,1.7%,-2.6
CCN(CC)CCCN=C(C)C1=C(O)c2ccccc2C1=O,5.8,-1.3%,0.7%,2.5%,-22.7%,4.9,-3.7%,0.3,8.0%,6.3

# 3 entries already listed, ordered by number of heavy atoms, highest first:
SMILES,TSHR antagonist,CXXC DNA block,GALK inhibitor,Tb PFK inh,Chronic BCR inh,Giardia killer,AT treatment,FBPA coupling cs,TCR activator,hERG WT inh
O=C(O)CCCCCn1c(SCc2cc(=O)n3cc(Cl)ccc3n2)nc2ccsc2c1=O,2.9,-4.7%,·,1.5%,0.9%,-10.7,-12.2%,2.7,-1.3%,-11.9
Cc1ccc([N+](=O)[O-])cc1N(CC(=O)NCC1CCCO1)S(C)(=O)=O (stereo not drawn),13.2,4.6%,3.4%,-0.4%,-9.2%,5.9,-6.2%[11.5 µM],-3.8,6.2%,2.8
CC(C)n1nnnc1SCC(=O)NNC(=O)C1CCCCC1,-2.1,-0.4%,-2.6%,-2.4%,5.2%,13.0,-5.1%,1.1,-22.8%,7.9

# Carrying on:
SMILES,TSHR antagonist,CXXC DNA block,GALK inhibitor,Tb PFK inh,Chronic BCR inh,Giardia killer,AT treatment,FBPA coupling cs,TCR activator,hERG WT inh
CCc1ccc2nc(N3C(=O)C(O)=C(C(=O)c4ccco4)C3c3cccs3)sc2c1 (stereo not drawn),65.1,9.0%,-1.2%,-1.0%,?,9.7,-5.6%,4.7,6.6%[46.1 µM],5.8
CCOC(=O)c1cnc2c(C#N)cnn2c1N,0.5,0.2%,10.4%,-2.0%,0.7%,-9.4,-1.4%,2.8,-0.2%,-1.5
Cc1ccc(NC(=O)CN(C)C(=O)CCOc2ccccc2C)cc1,-4.5,-8.8%,-0.7%,0.0%,-29.2%,-6.2,3.3%,-1.0,-4.3%[46.1 µM],-2.6
O=[N+]([O-])c1ccc(N2CCN(c3ccccn3)CC2)c(Cl)c1,2.8,-2.0%,4.5%,1.4%,?,-17.6,-6.1%,4.6,-1.6%,7.2
COc1ccccc1-n1ccnc1SCC(=O)NCC1CCCO1 (stereo not drawn),11.2,1.9%,-1.5%,4.2%,0.9%,-26.3,-1.1%,4.0,-6.6%,13.8
COc1ccc(NC(=S)N(CCO)Cc2ccccc2)cc1,4.3,5.6%,10.1%,-1.6%,3.8%,·,5.4%,2.4,·,·
O=C(CC(=O)c1ccccc1)c1ccccc1,·,·,·,·,·,3.2,·,-0.5,-2.3%,-2.9
CC1(C)SC(=Nc2ccccc2)N(S(=O)(=O)c2ccccc2)C1=O,-4.2,4.1%,0.2%,1.7%,0.0%,-8.6,3.1%,-0.1,-3.6%[46.1 µM],-26.6
COCc1cc(C)nc(N/N=C/c2ccc(Cl)c(Cl)c2)c1C#N,19.6,-1.7%,-3.0%,-1.8%,-3.1%,2.6,-8.9%,1.4,0.9%[46.1 µM],4.3
O=C(Nc1ccc(-c2cn3ccsc3n2)cc1)C1CC1,13.6,-1.6%,-1.5%,-7.3%,-0.8%,?,-2.4%,-2.0,1.7%,-7.2
COc1ccc(Nc2nc3[nH]c(=O)cc(O)c3s2)cc1,15.9,-2.2%,3.2%,-0.8%,-0.9%,2.9,6.3%,-4.9,-1.5%,2.5

# Screens (PubChem)
